Screening data: PubChem, National Center for Advancing Translational Sciences (NCATS)
Tb PGK inh – blocks T. brucei phosphoglycerate kinase | P07378 | PGK/GAPDH coupled, Kinase-Glo luminescence, 60 min | Potency, µM (top dose mostly 57.5 µM), for the others: at the top dose activity change, negative = inhibition, actives largely listed as inhibitors | hit rate 0.043% among 380,000 | AID 602233; further: on the % scale 0 is the no-effect control and ±100 the full control effect; nearly all actives have a fitted effect of over 60% in size
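Recombinant glycosomal PGK reaction used 1,3-bisphosphoglycerate generated in-well by GAPDH (100nM final) in 100mM TEA pH 7.6, 5mM MgCl2, 0.01% Tween-20. After 60 minutes at room temperature, ATP was read by Kinase-Glo Plus luminescence end-point.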
RGS4 inh – human RGS4 inhibition; P49798; Transcreener GDP fluorescence polarization, RGS4-accelerated GTP hydrolysis; Potency, µM (highest dose often 114 µM), for the others: at the highest dose activity change, negative = inhibition, usual class: inhibitors; hit rate 0.039% among 390,000; AID 504845; further: on the % scale 0 is the no-effect control and ±100 the full control effect; nearly all actives have a fitted effect of over 75% in size; some results filed as inactive show a strong effect at the top dose
Target sequence (P49798 whole entry, looked up): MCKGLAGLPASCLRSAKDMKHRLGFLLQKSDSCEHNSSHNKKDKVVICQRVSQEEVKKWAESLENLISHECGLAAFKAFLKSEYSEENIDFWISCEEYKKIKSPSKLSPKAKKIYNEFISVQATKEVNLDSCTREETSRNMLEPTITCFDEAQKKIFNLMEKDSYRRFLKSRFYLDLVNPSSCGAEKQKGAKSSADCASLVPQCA
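MLSMR compounds (23 nl, pin-transferred) preincubated 10 min at room temperature with a 500nM (2x) first reagent, then RGS4 at 900nM (2x) plus Transcreener GDP mix added; fluorescence polarization (620/688 nm) read before and after 90 min at 30 °C.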
JMJD2A Tudor – blocks the human JMJD2A Tudor domain; hit rate 4.4% among 390,000; AID 504339; AlphaScreen JMJD2A-Tudor / H3K4me3 peptide binding; Potency, µM (doses to about 114 µM), without a hit: at the highest dose activity change, negative = inhibition, usual class: inhibitors; further: on the % scale 0 is the no-effect control and ±100 the full control effect; nearly all actives have a fitted effect of over 50% in size
Pin1 inhibitor – human Pin1 inhibition; Q13526; Pin1 FP peptide displacement, HiFluor488, 10 min; hit rate 0.009% among 390,000; Potency, µM (doses to about 115 µM), inactives show top-dose activity, negative = inhibition, usual class: inhibitors; active means well fitted inhibition curve with a large enough effect in the polarisation, with a control signal flat, not every such curve was filed as active; inconclusive means small, poorly fitted or top-dose-only effect, or effect the other way, or a change in a side signal; inactive means no such curve, though single readings can be large or run the other way; the % refers to the polarisation; further: on the % scale 0 is the no-effect control and ±100 the full control effect
rTrxR1 inhibitor – inhibitors of rat thioredoxin reductase 1. O89049. recombinant rTrxR1, NADPH fluorescence consumption, selenite substrate. Potency, µM (doses to about 114 µM), inactives show at the highest dose activity change, negative = inhibition, actives largely listed as inhibitors. hit rate 1% among 390,000; further: on the % scale 0 is the no-effect control and ±100 the full control effect; nearly all actives have a fitted effect of over 65% in size
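Rat TrxR1 (90 nM in the dispensed reagent) was pre-reduced with 400 uM NADPH for 5 min at room temperature, then incubated with compound for 15 min. After 400 uM selenite was added, NADPH fluorescence (Ex 340/Em 450 nm) was followed for 8 min.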
ERG-DNA inh – blocks human ERG Ets domain binding to DNA; AID 624246; Potency, µM (doses to about 76.9 µM), inactives show top-dose FP activity, negative = inhibition, most hits filed as inhibitors; hit rate 0.028% among 370,000; P11308; fluorescence polarization, His-ERG Ets domain / labelled DNA; active means well fitted inhibition curve with a large enough effect in the polarisation, with a control signal flat; inconclusive means small, poorly fitted or top-dose-only effect, or effect the other way, or a change in a side signal; inactive means no such curve, though single readings can be large or run the other way; the % refers to the polarisation;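 further: polarization taken with two DNA probes labelled with fluorescein and Texas red; % of control where 0% means no effect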
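His-tagged ERG Ets domain (1 uM in the protein solution; 300mM KCl, 50mM Tris-HCl, 1mM EDTA, 1mM DTT, pH 7.5) received compound, then a probe mix of 5 nM fluorescein-DNA and 100nM Texas-615-DNA. Fluorescence polarization was read for both dyes.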
GLS inhibitor – glutaminase GLS (human) inhibition; Potency, µM (titrated, usually from 45.5 µM), inactives show at the top dose activity change, negative = inhibition, most hits filed as inhibitors; hit rate 0.21% among 410,000; GLS enzymatic activity, qHTS titration; O94925; further: on the % scale 0 is the no-effect control and ±100 the full control effect
Target sequence (O94925 whole entry, looked up): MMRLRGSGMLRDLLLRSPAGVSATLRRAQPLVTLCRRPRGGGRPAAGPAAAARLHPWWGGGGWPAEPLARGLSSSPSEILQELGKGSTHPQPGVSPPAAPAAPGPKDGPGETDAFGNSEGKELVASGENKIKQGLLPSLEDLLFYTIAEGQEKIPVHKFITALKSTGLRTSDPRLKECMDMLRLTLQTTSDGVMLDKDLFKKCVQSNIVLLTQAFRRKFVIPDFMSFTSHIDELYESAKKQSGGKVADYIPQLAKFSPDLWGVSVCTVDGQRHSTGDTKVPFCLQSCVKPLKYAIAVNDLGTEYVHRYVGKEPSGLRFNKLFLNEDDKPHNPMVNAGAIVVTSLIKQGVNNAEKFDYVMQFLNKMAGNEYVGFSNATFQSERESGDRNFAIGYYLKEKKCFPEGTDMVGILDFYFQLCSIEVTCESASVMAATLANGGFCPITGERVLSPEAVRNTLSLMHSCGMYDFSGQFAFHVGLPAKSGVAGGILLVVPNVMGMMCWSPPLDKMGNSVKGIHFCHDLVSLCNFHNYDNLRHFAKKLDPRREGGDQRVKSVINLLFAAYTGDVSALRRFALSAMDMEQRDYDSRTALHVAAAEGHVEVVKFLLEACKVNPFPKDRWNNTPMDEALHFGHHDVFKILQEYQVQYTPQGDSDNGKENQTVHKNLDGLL
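Read-out is an Amplex red fluorescence increase coupled through glutamate oxidase and HRP, measured before and after 30 min room-temperature incubation. hKGA is in 45 mM KH2PO4 (pH 8.2) with 0.02% Tween-20; glutamine added as 1mM solution.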
HP1b binding inh – inhibitors of HP1-beta chromodomain binding to methylated histone tails; Potency, µM (series often up to 114 µM), without a hit: at the highest dose activity change, negative = inhibition, hits mostly inhibitors; hit rate 0.56% among 390,000; AID 540317; P83916; AlphaScreen HP1-beta / biotin-H3K9me3 peptide binding; further: nearly all actives have a fitted effect of over 70% in size; inactives centre near 23
Target sequence (P83916 whole entry, looked up): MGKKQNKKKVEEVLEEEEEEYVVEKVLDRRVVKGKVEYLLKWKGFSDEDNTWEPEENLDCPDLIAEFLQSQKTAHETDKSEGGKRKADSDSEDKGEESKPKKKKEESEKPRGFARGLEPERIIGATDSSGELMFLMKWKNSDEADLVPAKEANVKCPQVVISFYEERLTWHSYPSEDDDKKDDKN
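AlphaScreen: HP1-beta (50 nM) preformed 30 min with biotin-H3(1-18)K9me3 peptide (50 nM) in PBS pH 7.4, 0.01% Tween-20. Compound added for 30 min at RT, then streptavidin donor/nickel chelate acceptor beads (10 ug/mL) for 30 min.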
ALOX12 inh – ALOX12 (human) lipoxygenase inhibition | purified 12hLO, xylenol orange hydroperoxide absorbance | Potency, µM (top dose mostly 108 µM), inactives show at the highest dose activity change, negative = inhibition, most hits filed as inhibitors | hit rate 1.1% among 580,000; further: on the % scale 0 is the no-effect control and ±100 the full control effect
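Purified human 12hLO (150 nM final) in 25 mM Hepes, 0.01% Triton X-100, pH 7.0 was preincubated 15 min at room temperature with compound. Then 40 uM arachidonic acid was added, 30 min. Hydroperoxide was read by Fe-XO absorbance ratio 573/405 nm.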
The depositor's hits bear a star; i = inactive; ? = inconclusive; / = no result given; & = joins results of further samples; [ ] = dose if it differs, or a comment. Unless noted, the call rests on the fitted dose curve; in most records, active means well fitted curve in the direction sought with a large enough effect; inconclusive means small, poorly fitted or top-dose-only effect, or another doubt; inactive means no such curve, though single readings can be large; an effect the other way counts as inactive or inconclusive. Potency means the concentration at half of the fitted maximal effect.

JMJD2A Tudor | GLS inhibitor | ERG-DNA inh | Pin1 inhibitor | rTrxR1 inhibitor | ALOX12 inh | Tb PGK inh | RGS4 inh | HP1b binding inh | Compound
-18.7% | 3.6% | -6.0% | 4.6% | 15.6% | 0.1% | -7.6% | 11.8% | 2.4% | CCOc1ccc(/C=N/NC(=O)c2ccccc2NC(=O)c2ccc(OC)cc2)cc1
? | -0.6% | 27.8% | 0.6% | -4.1% | ? | -4.7% | -16.0% | 52.5%[activator] | Cc1cccc(Nc2nc(N)nc(CN3CCC(C(N)=O)CC3)n2)c1C
116.9%[activator] | 5.0% | -7.8% | -2.1% | 3.2% | 0.0% | 1.3% | -0.7% | 136.4%[activator] | Cc1nc2ccccc2cc1OCc1ccc(Cl)cc1
31.6µM* | -6.8% | -15.1% | -3.7% | -20.4% | 42.1%[activator] | -9.6% | -16.0% | 13.5% | O=C(CC1Nc2ccccc2NC1=O)NCCCN1CCCCCC1 (configuration not stated)
5.8% | 4.0% | 0.7% | -0.9% | 10.4% | 0.0% | 5.4% | 8.6% | 28.4% | COC(=O)c1c(-c2ccc(F)cc2)csc1NC(=O)C1CCCO1 (configuration not stated)
-1.4% | -0.4% | 10.7% | -0.4% | 7.3% | 14.1% | i | -14.6% | 65.8%[activator] | COC(=O)c1sccc1NC(=S)Nc1cc(OC)ccc1OC
-15.7% | 3.3% | -10.0% | 1.2% | ? | ? | -2.1% | -12.2% | -4.3% | C/C(=N\NC(N)=S)c1ccccc1
-20.2% | 7.6% | / | -6.5% | 9.9% | 5.4% | / | 20.0% | -9.6% | c1coc(CNc2ncnc3c2oc2ccccc23)c1
-15.9% | -0.4% | -13.7% | -1.0% | -20.3% | 10.9% | i | -17.1% | 39.7%[activator] | O=S(=O)(Cc1ccccc1)N1CCCCC1
-1.1% | -5.9% | 6.7% | -0.9% | 26.6% | 19.3% | -3.7% | -1.6% | 12.4% | COc1ccccc1C(=O)N/N=C(\C)CC(=O)Nc1ccccc1NC(C)=O
4.9% | -0.8% | 6.7% | -4.8% | 6.4% | 0.4% | -9.4% | 3.7% | 22.1% | Cc1sc2ncn(CC(=O)NCC3COc4ccccc4O3)c(=O)c2c1S(=O)(=O)N1CCOCC1 (configuration not stated)
-7.2% | 4.1% | 1.9% | -2.2% | 6.2%[57.1 µM] | 0.0% | -6.6% | 12.3% | 37.6%[activator] | O=C(NCc1ccccn1)c1n[nH]c2ccccc12
-12.4% | 1.2% | 5.7% | -20.9% | 11.9% | -6.1% | -8.8% | -12.8% | 14.0% | CCOc1ccc(CCNC(=O)COC(=O)c2cccnc2OCC)cc1OCC
-6.7% | -4.7% | -1.8% | 0.8% | 17.8% | 0.0% | -4.5% | -38.1% | 28.7% | CCOCCCN(C(=O)Cn1nnc(-c2ccc(C)o2)n1)C(C(=O)NCC1CCCO1)c1ccc(F)cc1 (configuration not stated)
-11.7% | 0.4% | 3.7% | 0.1% | -4.6%[57.1 µM] | 31.0%[activator] | 7.6% | 23.6% | 35.8% | COc1cc(C(=O)NC(C)CCc2ccccc2)cc(OC)c1OC (configuration not stated)
? | -3.7% | -5.7% | -9.6% | 1.0% | ? | -5.4% | -4.7% | 26.6% | Cc1cc(Cl)cc(C)c1OCCCCn1ccnc1
-18.4% | -2.6% | -5.0% | 1.1% | 14.4% | 24.9% | -9.2% | 8.6% | -7.5% | O=S1(=O)[C@H]2C[C@@H]3CC[C@]2(CN1Cc1cccc(F)c1)O3
? | 4.0% | -0.8% | ? | 2.9% | -21.5% | 3.8% | -41.2% | -2.3% | O=C1/C(=C/c2ccccc2Cl)SC(=S)N1CCC(=O)N1CCCCC1CCO (configuration not stated)
-3.5% | -0.1% | 7.1% | -7.1% | 14.0% | -16.7% | 0.3% | -5.8% | 25.4% | CCN(CC)c1ccc(NS(=O)(=O)c2ccc(OC)cc2)cc1
-11.0% | -6.7% | 6.0% | 2.8% | 10.0% | 10.2% | i | -8.0% | 25.1% | COc1cccc2cc(C(=O)NC(C)c3ccccc3)c(=O)oc12 (configuration not stated)
-13.7% | -4.8% | 8.5% | 6.9% | 15.2%[57.1 µM] | 2.0% | -4.2% | -14.1%[56.9 µM] | 11.9% | CN(CCc1ccccc1)C1CCCN(C(=O)Cn2cccn2)C1 (configuration not stated)
-32.8%[57.1 µM] | -7.2% | -0.8% | 2.2% | 6.9% | -16.2%&3.5% | -6.2% | 2.1%[56.9 µM] | ? | Cc1ccc(Nc2nc(N)nc(CN3CCN(Cc4ccc5c(c4)OCO5)CC3)n2)c(C)c1
7.8% | 3.5% | -4.5% | 0.5% | -0.3% | -14.0% | 2.8% | -14.3% | 26.4% | COc1cccc(CNC(=O)CCCSc2ccccc2)c1
-15.0% | 9.7% | 1.1%[15.4 µM] | -7.7% | -7.4% | 203.9%[activator] | 2.6% | -16.7% | 14.1% | O=C(COC(=O)[C@H](Cc1ccccc1)NC(=O)c1ccco1)Nc1ccccc1OC(F)F
-5.1% | 19.9% | 3.1% | 0.3% | 18.8%[57.1 µM] | ? | 0.5% | 0.9% | 15.0% | Cc1ccc(N2CCN(C(=O)c3ccccc3Br)CC2)c(C)c1
43.9%[activator] | -2.2% | 5.3% | 0.5% | -11.4%[57.1 µM] | -144.8% | -6.8% | 13.4% | 106.7%[activator] | CSc1c(-c2ccccn2)c(N)nn1C(=O)C1CC1
-18.9% | 7.5% | -1.5% | 1.0% | -1.5%[57.1 µM] | 5.8% | -0.1% | -4.8% | 1.7% | O=C(CCn1cnc2ncccc2c1=O)N1CCN(c2cccc(Cl)c2)CC1
-3.4% | 1.1% | 12.9% | -1.5% | -3.0% | -7.5% | -3.9% | -22.1% | 46.1%[activator] | CCN(CC(=O)Nc1ccc(NC(C)=O)cc1)C(=O)CSCC(=O)Nc1ccc(C)cc1
-14.4% | -3.6% | 3.1% | -0.9% | 4.9% | 6.8% | -3.5% | -35.8% | 19.1% | O=C(Nc1ccc(Oc2cccnc2)cc1)C1CCN(Cc2ccccc2)CC1
1.0% | 8.4% | 8.2% | -0.8% | 4.3%[57.1 µM] | 2.4% | -4.1% | -8.1% | 23.2% | Nc1nc(NCc2ccccc2)n(-c2ccccc2)n1
? | -2.0% | -1.0% | 0.1% | 14.8% | -17.7% | -2.5% | 4.6% | -18.2% | CCc1ccc(OCCSc2nc3ccccc3n2CC(=O)N2CCCCC2)cc1
? | -0.3% | 11.4% | 25.4% | 0.1% | 44.7µM* | 2.6% | -16.5% | -8.1% | COc1ccc(CNCc2cn(-c3cccc(F)c3)nc2-c2ccc(C)o2)cc1

Sorted by the number under RGS4 inh (descending): six of the compounds above
JMJD2A Tudor | GLS inhibitor | ERG-DNA inh | Pin1 inhibitor | rTrxR1 inhibitor | ALOX12 inh | Tb PGK inh | RGS4 inh | HP1b binding inh | Compound
43.9%[activator] | -2.2% | 5.3% | 0.5% | -11.4%[57.1 µM] | -144.8% | -6.8% | 13.4% | 106.7%[activator] | CSc1c(-c2ccccn2)c(N)nn1C(=O)C1CC1
-18.7% | 3.6% | -6.0% | 4.6% | 15.6% | 0.1% | -7.6% | 11.8% | 2.4% | CCOc1ccc(/C=N/NC(=O)c2ccccc2NC(=O)c2ccc(OC)cc2)cc1
-15.7% | 3.3% | -10.0% | 1.2% | ? | ? | -2.1% | -12.2% | -4.3% | C/C(=N\NC(N)=S)c1ccccc1
-12.4% | 1.2% | 5.7% | -20.9% | 11.9% | -6.1% | -8.8% | -12.8% | 14.0% | CCOc1ccc(CCNC(=O)COC(=O)c2cccnc2OCC)cc1OCC
31.6µM* | -6.8% | -15.1% | -3.7% | -20.4% | 42.1%[activator] | -9.6% | -16.0% | 13.5% | O=C(CC1Nc2ccccc2NC1=O)NCCCN1CCCCCC1 (configuration not stated)
? | -0.3% | 11.4% | 25.4% | 0.1% | 44.7µM* | 2.6% | -16.5% | -8.1% | COc1ccc(CNCc2cn(-c3cccc(F)c3)nc2-c2ccc(C)o2)cc1

Next part:
JMJD2A Tudor | GLS inhibitor | ERG-DNA inh | Pin1 inhibitor | rTrxR1 inhibitor | ALOX12 inh | Tb PGK inh | RGS4 inh | HP1b binding inh | Compound
-9.8% | 0.6% | -1.5% | -3.7% | -9.0% | 0.0% | 16.5% | -2.7% | 15.9% | O=C(CN(c1cccc(C(F)(F)F)c1)S(=O)(=O)c1ccccc1)N1CCOCC1
-12.0% | -5.1% | -12.3%[15.4 µM] | -3.1% | 19.2%[11.4 µM] | ? | -6.6% | -17.4% | 27.0% | Cc1ccc(C2(C(F)(F)F)NC(=O)N3N=C4CCCCCN4C3=C2C#N)cc1 (configuration not stated)
5.0% | -3.7% | -5.2% | -0.6% | 5.9% | -17.2% | -2.5% | -2.9% | 38.9% | COc1ccc(NC(=O)c2noc3c2CSc2ccccc2-3)cc1Cl
-11.6% | 1.7% | 4.6% | -2.6% | 9.3% | -7.5% | i | -40.8% | 19.2% | COc1ccc(-c2cc(C(F)(F)F)n3nc(C(=O)Nc4sc5c(c4C(=O)OC(C)C)CCCC5)cc3n2)cc1OC
-15.4% | -5.5% | 2.1% | 6.1% | ? | -9.2% | -4.8% | -10.0% | 27.9% | Cc1nc2c(sc3nc4c(cc32)COC(C)(C)C4)c(=O)n1CC(=O)NCc1ccco1
-6.4% | 4.8% | -5.8% | 0.3% | 3.9% | 2.3% | 5.0% | -13.1% | 6.8% | O=C(NCCc1ccccc1)C1CCCN(C(=O)Nc2ccc(F)cc2)C1 (configuration not stated)

These rows are one share of the data; count on the stated rates, not on these rows.
